# Assay outcomes (PubChem BioAssay)
# XBP1 UPR activ = activators of adaptive XBP1 UPR arm, primary screen, cell-based, CHO-XBP1 luciferase reporter, luminescence, uHTS; activation, % at 20 µM; AID 463104, 2010; 330,000 compounds, 0.33% hits; IRE1-XBP1 UPR activation; percent of tunicamycin response, DMSO as zero;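 active means versus positive control, 20 µM dose yields 30% or more activation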;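 further: 100% = tunicamycin at 10 µg/mL and 0% = DMSO only wells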
#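 Material – CHO cell line with stable XBP1 luciferase reporter · Buffer or medium – F12 plus 10% FBS · Compound – single point, 20 µM final compound, 1% DMSO · Schedule – 16-18 h cell attachment at 37 °C, then 6 h compound exposure · Signal – Steady-Glo luminescence read · Benchmarks – high control tunicamycin 10 µg/mL final, low control DMSO vehicle only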
# tim23-1 inh = growth inhibitors of tim23-1 mutant yeast, primary screen, luminescence, uHTS; S. cerevisiae tim23-1 growth, BacTiter-Glo luminescence, 24 h; inhibition, % at 20 µM; 330,000 compounds, 1.3% hits; AID 463212, 2010;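 active means growth inhibition of the mutant yeast at or above 50%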;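 further: temperature-sensitive mutant grown at 25 °C; plate controls were DMSO-treated mutant yeast for no effect and medium wells lacking yeast for full effect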
# tim10-1 inh = growth inhibitors of tim10-1 mutant yeast, primary screen, luminescence, uHTS; S. cerevisiae tim10-1 ts strain growth, BacTiter-Glo, 24 h; inhibition, % at 20 µM; 330,000 compounds, 2.2% hits; AID 463190, 2010;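 active means inhibition of at least 40%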;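 further: mutant grown at 25 °C; 0% = DMSO wells with yeast and 100% = wells holding no yeast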
# 697 NFkB inh = inhibitors of PMA/ionomycin-induced NF-kB reporter, 697 cells, primary screen, B-cell NF-kB inhibitor project, cell-based, luminescence, uHTS; 697 B-cell NF-kB luciferase reporter, 16 h; inhibition, % at 4 µM; 330,000 compounds, 0.33% hits; AID 435022, 2010; in the data active means inhibition above about 35%
# TIM10 inh = growth inhibitors of isogenic TIM10 control yeast, primary screen, counter-screen for tim10-1 yeast inhibitor project, luminescence, uHTS. S. cerevisiae TIM10 strain growth, BacTiter-Glo luminescence, 24 h. inhibition, % at 10 µM. 330,000 compounds, 1.4% hits. AID 463195, 2010;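 active means inhibition of 40% or more at the single tested concentration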;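 further: wild-type TIM10 isogenic control strain grown at permissive 25 °C; 0% = DMSO yeast wells and 100% = minimal medium wells without yeast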
# CHOP UPR activ = activators of apoptotic CHOP UPR arm, primary screen, cell-based, CHO-CHOP luciferase reporter, luminescence, uHTS | UPR activation; percent of tunicamycin response over DMSO baseline | activation, % at 10 µM | 330,000 compounds, 0.34% hits;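 active means at 10 µM dose, activation of 40% or more, normalized to positive control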;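 further: 100% = tunicamycin at 10 µg/mL and 0% = DMSO alone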
#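 assay system = CHO CHOP reporter cells | amount = 500 CHO-CHOP cells per well | buffer or medium = F12 with 10% FBS | incubation = 16-18 h cell attachment, then 6 h compound exposure, 37 °C | detection = luminescence read with Steady-Glo | read-out = percent activation relative to tunicamycin control | controls = tunicamycin high control, DMSO low control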
# Jurkat NFkB inh = inhibitors of induced NF-kB luciferase reporter, primary screen, TCR NF-kB activation inhibitor project, cell-based, luminescence, uHTS. Jurkat, PMA/ionomycin-induced NF-kB luciferase reporter. inhibition, % at 4 µM. 330,000 compounds, 0.53% hits; in the data active means inhibition above about 50%
# Mdm2 MdmX PPI = inhibitors of human Mdm2-MdmX association, primary screen, cell-based, luminescence, split luciferase, SaOS-2, uHTS; inhibition, % at 8 µM; AID 485346, 2010; SaOS-2 split-luciferase Mdm2/MdmX complementation; Protein Mdm4 (Homo sapiens) + E3 ubiquitin-protein ligase Mdm2 (Homo sapiens), …; 330,000 compounds, 3% hits;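 active means inhibition of at least 50% at 8 µM in the primary screen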
# Target sequence (O15151 whole entry, looked up): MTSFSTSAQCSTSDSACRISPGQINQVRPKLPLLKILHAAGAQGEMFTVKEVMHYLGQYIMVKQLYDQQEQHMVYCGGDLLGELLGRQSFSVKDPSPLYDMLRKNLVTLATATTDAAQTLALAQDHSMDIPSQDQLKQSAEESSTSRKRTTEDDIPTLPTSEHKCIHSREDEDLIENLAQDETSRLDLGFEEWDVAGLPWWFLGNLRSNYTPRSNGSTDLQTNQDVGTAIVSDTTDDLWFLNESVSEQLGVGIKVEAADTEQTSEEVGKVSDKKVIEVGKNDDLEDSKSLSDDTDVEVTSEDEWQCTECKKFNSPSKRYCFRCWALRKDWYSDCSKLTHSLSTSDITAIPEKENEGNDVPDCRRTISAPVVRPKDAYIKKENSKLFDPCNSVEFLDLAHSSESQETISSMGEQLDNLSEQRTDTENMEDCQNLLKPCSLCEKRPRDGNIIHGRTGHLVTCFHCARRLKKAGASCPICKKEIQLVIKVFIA
# Target sequence (Q00987 whole entry, looked up): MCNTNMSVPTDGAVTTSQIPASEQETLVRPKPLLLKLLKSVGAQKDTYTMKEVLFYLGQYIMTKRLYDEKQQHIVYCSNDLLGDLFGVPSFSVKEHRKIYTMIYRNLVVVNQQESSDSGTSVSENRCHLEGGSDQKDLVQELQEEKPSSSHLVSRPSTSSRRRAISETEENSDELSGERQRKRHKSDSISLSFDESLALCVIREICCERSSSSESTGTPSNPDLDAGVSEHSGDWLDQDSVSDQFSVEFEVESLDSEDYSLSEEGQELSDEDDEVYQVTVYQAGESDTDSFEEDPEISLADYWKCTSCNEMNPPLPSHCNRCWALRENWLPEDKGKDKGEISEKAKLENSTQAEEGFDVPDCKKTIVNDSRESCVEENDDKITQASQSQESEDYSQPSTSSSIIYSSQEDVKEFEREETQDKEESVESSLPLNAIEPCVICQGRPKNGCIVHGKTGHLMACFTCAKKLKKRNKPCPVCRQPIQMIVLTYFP
# An asterisk follows results filed as active. Outcome played no part in choosing rows, and some 6.6% of all compounds hit somewhere here.
SMILES,XBP1 UPR activ,tim23-1 inh,tim10-1 inh,697 NFkB inh,TIM10 inh,CHOP UPR activ,Jurkat NFkB inh,Mdm2 MdmX PPI
NC1=C([N+](=O)[O-])C(c2ccc3c(c2)OCO3)C2=C(CCCC2=O)O1 (stereo not drawn),-5,12,5,-21,-11,1.3,0,-7
CN(C(=O)Cc1csc(-c2ccccc2)n1)c1c(N)n(Cc2ccccc2)c(=O)[nH]c1=O,2,6,6,18,2,1.1,4,16
O=C(C[C@@H]1C/C=C\C[C@H](Cc2ccc(F)cc2)C(=O)OC[C@H]2CCCN2C1=O)N[C@H](CO)Cc1ccccc1,1,-11,8,11,-6,0.0,-13,-1
COc1ccc(-c2c(C)n([O-])c(C)c(C)[n+]2=O)cc1,1,-3,11,15,-10,-3.0,15,30
COc1cc(OC)c(NC(=O)CN(C)S(=O)(=O)c2ccc3[nH]c(=O)oc3c2)cc1Cl,0,1,9,8,4,3.3,-4,23
CCOC(=O)CCNCc1ccc(F)cc1,-4,4,18,19,-9,0.7,-10,-14
COc1ccccc1N1CCN(Cc2ccsc2)CC1,0,10,4,4,7,-1.8,3,-33
COc1ccc(C2CC3(CC(C)(C)NC(SC)=N3)Oc3cc(O)cc(C)c32)cc1 (stereo not drawn),8,-3,-8,-42,-3,2.7,-34,38
O=C(COc1ccccc1)NCC(=O)NC1=NCCS1,1,-5,0,10,-12,-0.1,3,15
COc1ccc(Cc2nc3ccc(C(=O)N(C)CC4COCCO4)cc3o2)cc1 (stereo not drawn),-4,-5,-6,-19,7,5.5,-30,-5
Cc1cc(Cl)cc(Cl)c1OCCOCCN(C)C,-3,0,-3,13,-9,0.0,-5,-18
CCN(CC)S(=O)(=O)c1ccc2c(c1)c(=O)c(C(=O)N1CCc3ccccc3C1)cn2C,0,6,1,6,15,1.5,0,-4

# Entries of single compounds as entered above. Order of screens: XBP1 UPR activ	tim23-1 inh	tim10-1 inh	697 NFkB inh	TIM10 inh	CHOP UPR activ	Jurkat NFkB inh	Mdm2 MdmX PPI
# COc1ccc(Cc2nc3ccc(C(=O)N(C)CC4COCCO4)cc3o2)cc1 (stereo not drawn) across the screens: -4	-5	-6	-19	7	5.5	-30	-5
# COc1ccc(-c2c(C)n([O-])c(C)c(C)[n+]2=O)cc1 across the screens: 1	-3	11	15	-10	-3.0	15	30
# Cc1cc(Cl)cc(Cl)c1OCCOCCN(C)C across the screens: -3	0	-3	13	-9	0.0	-5	-18
# COc1ccc(C2CC3(CC(C)(C)NC(SC)=N3)Oc3cc(O)cc(C)c32)cc1 (stereo not drawn) across the screens: 8	-3	-8	-42	-3	2.7	-34	38
# NC1=C([N+](=O)[O-])C(c2ccc3c(c2)OCO3)C2=C(CCCC2=O)O1 (stereo not drawn) across the screens: -5	12	5	-21	-11	1.3	0	-7

# Additional compounds follow:
SMILES,XBP1 UPR activ,tim23-1 inh,tim10-1 inh,697 NFkB inh,TIM10 inh,CHOP UPR activ,Jurkat NFkB inh,Mdm2 MdmX PPI
CCCCC(=O)Nc1c(-c2cccc(OC)c2)c(=O)c2ccccc2n1C,0,8,12,-2,-15,1.0,3,-8
CCc1cc2c(=O)c(-c3ccc4c(c3)OCCO4)c(C)oc2cc1OS(C)(=O)=O,0,21,-4,2,-28,-1.7,-6,17
CC(=O)c1ccc(NC(=O)C2C3C=CC(O3)C2C(=O)O)cc1 (stereo not drawn),0,-10,-7,6,-7,-0.6,1,21
CC(=O)Nc1cccc(-c2cn3ccccc3n2)c1,2,1,-8,-26,9,0.3,-18,-13
CCCNC(=O)COC(=O)c1ccc(Cl)c(S(=O)(=O)N2CCCC2)c1,-2,14,1,-2,10,0.5,-8,-7
Nc1cc(N)nc(SCC(=O)Nc2ccccc2N2CCOCC2)n1,-1,3,0,0,3,-0.2,12,28
O=C(N/N=C/c1cccc(O)c1)c1cc(-c2ccccc2)nc2ccccc12,-2,16,8,-8,9,4.6,9,4
Cn1cc(SCC(=O)Nc2ccc3c(c2)OCO3)c2ccccc21,-2,26,25,-8,4,1.4,-2,22
CC(C)CC(=O)NC(=S)NCc1ccccc1,-2,30,21,-5,17,3.6,-11,15
Cc1ccccc1-c1nnc(CS(=O)(=O)c2ccccc2)o1,-1,28,30,-147,3,5.3,-109,-74
Cc1oc(/C=N/NC(=O)CN(c2ccccc2Br)S(C)(=O)=O)cc1Br,11,15,12,-7,9,-1.0,19,3
CC(=O)Nc1ccc(S(=O)(=O)N(C)CC(=O)OCC(=O)N2CCCCC2)cc1,2,3,-3,22,1,1.5,1,1
Cc1ccc(C(=O)NCC(=O)Nc2ccncc2)cc1C,-7,-10,-28,-10,7,0.4,9,16
CCCCNC(=S)N(C)/N=C/c1ccc(OCC(=O)Nc2c(C)cc(C)cc2C)c(OC)c1,0,6,24,3,19,0.2,-6,22
CC1C(=O)N2CCCc3cc(S(=O)(=O)N4CCN(c5ccc(F)cc5)CC4)cc1c32 (stereo not drawn),-4,9,21,-18,6,0.2,11,26
COC(=O)/C=C1/S/C(=N/NC(=O)c2ccccc2)NC1=O,-2,9,0,-7,-14,0.3,5,10
CCN(CC)CCNC(=O)c1ccc(NC(=O)c2cccc(S(=O)(=O)N3CCc4ccccc43)c2)cc1,4,22,23,-21,5,-0.1,-22,76*
O=C(NCc1cccs1)C(=O)NCC(c1ccco1)N1CCN(c2ccccc2F)CC1 (stereo not drawn),-4,27,26,13,12,1.1,-4,17
Cc1cccc(C)c1OCC(O)CN1CCCCC1 (stereo not drawn),-2,7,0,22,3,-0.7,5,3
C[C@H](CO)N1C[C@H](C)[C@@H](CN(C)S(=O)(=O)c2cn(C)cn2)Oc2ccc(NC(=O)Nc3ccc4c(c3)OCO4)cc2C1=O,0,-6,4,15,6,-1.5,2,-3
CCCN(CCC)CCCNC(=O)c1cc2c(=O)[nH]c3ccccc3c2s1,-4,14,17,-10,-5,-0.2,-34,19
COc1ccc(CCNc2nc(=O)[nH]nc2C)cc1OC,2,-7,10,-7,-9,0.4,6,10
O=C(Nc1ccccc1C(=O)N1CCN(c2ccccc2)CC1)c1ccco1,1,14,24,3,-8,1.0,-13,10
COc1cc(C2C(C#N)=C(N)N(N(C)C)C3=C2C(=O)CC(C)(C)C3)ccc1O (stereo not drawn),-6,2,15,6,-6,-1.2,-2,19
O=C(NC(=S)Nc1ccc2oc(=O)ccc2c1)c1ccco1,4,-4,-2,-17,22,3.6,-16,-8
CC(O)c1nc(C(C)O)n(CC(=O)c2ccccc2)n1 (stereo not drawn),-3,7,-7,20,-9,-0.5,27,22
O=C(CSc1ncn[nH]1)N/N=C/c1ccc(F)cc1,-5,-11,-11,5,-4,1.2,3,1
Cc1ccc(Sc2nnc(Cc3ccccc3)c3ccccc23)cc1,-4,34,41*,-10,24,1.3,-6,53*
O=C(NCc1ccc(-c2nc3ccccc3s2)cc1)c1cc2ccccc2o1,3,6,3,-17,3,3.7,-28,-5
COc1ccc(Br)cc1CN(C)C(C)C(=O)Nc1cccc(C(C)=O)c1 (stereo not drawn),-3,1,14,-21,-25,-2.2,-7,-4
C(=N\Nc1nc(Nc2ccccc2)nc(Nc2ccccc2)n1)/c1cccnc1,19,3,11,35*,0,6.1,-15,72*
COc1cnc(-c2ccccn2)nc1Sc1c(Cl)cccc1Cl,14,19,34,-17,50*,1.3,18,29
Cc1ccc(C(=O)N/C(=C/c2ccc(C(C)C)cc2)C(=O)NCCCN2CCOCC2)cc1,-1,-3,16,-27,-15,-0.2,-35,6
CN(C)C(=O)c1ccc(NC(=O)c2ccccc2SCC(=O)N2CCCC2)cc1,-1,10,5,20,-5,0.4,7,11
CCc1ccc(C(=O)c2cnc3ccc(OC)cc3c2N2CCN(CC)CC2)cc1,-3,9,1,3,4,-0.6,-3,-1
CCOC(=O)CNC(=O)COc1coc(CN2CCN(Cc3ccccc3)CC2)cc1=O,-3,-1,-13,13,2,0.7,-2,30

# Some values from the entries so far.
# Reading of `CCOC(=O)CNC(=O)COc1coc(CN2CCN(Cc3ccccc3)CC2)cc1=O` in Mdm2 MdmX PPI: 30
# Reading of `Cc1ccc(Sc2nnc(Cc3ccccc3)c3ccccc23)cc1` in Jurkat NFkB inh: -6

# (list continues)
SMILES,XBP1 UPR activ,tim23-1 inh,tim10-1 inh,697 NFkB inh,TIM10 inh,CHOP UPR activ,Jurkat NFkB inh,Mdm2 MdmX PPI
O=c1c2ccccc2n2cnnc2n1-c1ccccc1,4,6,-1,-4,-2,-0.6,-6,-3
O=C(COC(=O)c1cn(-c2ccccc2)nc1-c1ccccc1)Nc1ncc(Cl)cc1Cl,-4,-17,3,20,-6,-1.5,13,15
COc1ccc(C2CC2C(C)=O)cc1 (stereo not drawn),1,-8,-9,-8,-8,-1.6,-22,-42
CNS(=O)(=O)c1ccc2nc(NC(=O)/C=C/c3ccco3)sc2c1,4,-7,-16,-12,-13,1.4,-11,24
N#Cc1cn(CC(=O)O)c2ccccc12,-2,-5,8,-1,7,-0.8,12,7
COc1ccc(/C=C/C(=O)NNC(=O)C(C)Oc2ccccc2F)cc1OC (stereo not drawn),-5,-12,-6,4,6,1.4,-17,30
COc1cc(OC)c(OC)cc1CNC(=O)CCN1C(=O)c2cccc([N+](=O)[O-])c2C1=O,-5,3,-12,7,3,1.2,29,8
CN(C)CCOC(=O)Cc1ccc(Cl)cc1,-1,5,-2,20,-1,-1.7,4,27
COCCSc1nnc(NC(=O)CCS(=O)(=O)Cc2ccccc2)s1,-6,13,21,-30,8,-0.6,12,26
CCc1cccc(C)c1NC(=O)CCCSc1nc2ccccc2s1,0,18,16,-9,-6,-0.4,-3,7
Cc1cc([N+](=O)[O-])c(-c2ccc(/C=N/n3cnnc3)o2)cc1Cl,0,19,16,22,5,-0.5,0,26
O=C(CN(C(=O)CCNC(=O)c1ccco1)c1ccccc1)NC1CCCC1,-1,-4,22,2,-14,-3.2,-9,-6
CN(Cc1c(C(=O)N2CCCCCCC2)nc2ccc(Cl)cn12)C1CCOC1 (stereo not drawn),-3,18,3,12,2,1.3,6,3
COc1ccc(C(=O)Nc2cccc(S(=O)(=O)NC3=NCCCCC3)c2)cc1,-1,-9,0,15,1,-1.0,-2,16
CC(C)[C@H](NC(=O)c1ccccc1)C(=O)OCC(=O)NCc1ccc(F)cc1,-3,7,6,8,4,-1.2,11,15
Cc1c(OCC(=O)N[C@@H](CSCc2ccccc2)C(=O)O)ccc2c3c(c(=O)oc12)CCC3,-1,13,18,2,10,-0.7,6,9
CCOCC(=O)Nc1c(C(=O)Nc2ccc3c(c2)OCCO3)oc2ccccc12,0,2,17,-117,20,6.5,-193,-79
CCCCNC(=O)CSc1nc2ccsc2c(=O)n1C1CCN(C(=O)OCC)CC1,-1,16,16,3,15,1.0,-1,25
COc1ccc(-n2c(=O)c3c4c(sc3n(CC(=O)NCC3CCCO3)c2=O)CCCC4)c(OC)c1 (stereo not drawn),0,3,8,14,-3,4.8,17,13
CCCCC(CC)CNC(=O)C(=O)c1ccccc1NC(C)=O (stereo not drawn),-2,3,16,-25,20,2.2,12,-35
CCC(=NC(C)c1ccccc1)c1c(O)n(C)c(=O)n(C)c1=O (stereo not drawn),-3,12,-2,-12,-3,1.4,28,25
O=S(=O)(/C=C/c1ccccc1)N1CCN(Cc2ccc3c(c2)OCO3)CC1,1,1,-12,14,-31,0.7,-1,-16
c1ccc(-c2nc3nc4ccccc4nc3n2CC2CCCO2)cc1 (stereo not drawn),2,18,2,4,7,1.0,3,11
